KCNK9 inh = inhibitors of human KCNK9 two-pore domain potassium channel; Q9NPC2; HEK293 KCNK9, FluxOR thallium flux fluorescence; stronger effect = lower value; B-score at 10 µM; hit rate 1.2% among 310,000; AID 488922;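 active = ratio B-score over 3 SD below the library mean, with starting fluorescence within 5 SD of its mean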;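 also: negative B-score means less thallium flux so channel inhibition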
hERG protect = hERG (human) protection from proarrhythmic block. hit rate 0.51% among 310,000. activation (rescue from dofetilide block), less the hit threshold, % at 10 µM. CHO-hERG, FluxOR thallium flux, dofetilide IC70 present;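 active = activation above the mean of controls blocked by dofetilide plus 5 SD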;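 also: thallium influx through hERG after potassium depolarization seen as dye fluorescence rise; in these data hits start at about 4.7%; inactives centre near -7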
Platelet DG rel = platelet dense granule release activity. human platelet-rich plasma, SFLLRN dense granule ATP release, luminescence. inhibition, %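 (compounds screened at 7.5 µM in platelet-rich plasma)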. hit rate 0.22% among 300,000;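 active = mean replicate score, as percent of positive control, at or above 50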
KCNK3 inh = human KCNK3 channel inhibition, primary screen. CHO-KCNK3 thallium flux, FluxOR fluorescence; stronger effect = lower value. hit rate 0.84% among 340,000. B-score at 10 µM. AID 602410. O14649;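 active = B-score under library mean minus 4 SD, starting fluorescence ratio at most library mean plus 5 SD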;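 also: more negative B-score means stronger inhibition of thallium flux through KCNK3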
Target sequence (O14649 whole entry, looked up): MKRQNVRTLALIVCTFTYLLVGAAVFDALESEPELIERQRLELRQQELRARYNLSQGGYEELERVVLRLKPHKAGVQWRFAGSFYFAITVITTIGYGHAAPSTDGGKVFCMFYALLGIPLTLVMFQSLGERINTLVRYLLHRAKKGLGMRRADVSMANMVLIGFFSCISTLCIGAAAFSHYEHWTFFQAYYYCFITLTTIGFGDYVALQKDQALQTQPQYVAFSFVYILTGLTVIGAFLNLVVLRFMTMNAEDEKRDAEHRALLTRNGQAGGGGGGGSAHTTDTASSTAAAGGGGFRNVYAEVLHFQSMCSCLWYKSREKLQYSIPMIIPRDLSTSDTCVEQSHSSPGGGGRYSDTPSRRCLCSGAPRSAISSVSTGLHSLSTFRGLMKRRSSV
KCNQ1 block = human KCNQ1 channel inhibition; CHO-K1 KCNQ1, FluxOR thallium flux fluorescence; stronger effect = higher value; P51787; B-score at 10 µM; hit rate 1.3% among 310,000;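 active = compounds whose thallium flux B-score, printed positive for inhibition, exceeds three library SD while starting fluorescence stays within three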;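 also: channel opened by potassium depolarization with thallium stimulus after 20 min compound exposure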
Target sequence (P51787 whole entry, looked up): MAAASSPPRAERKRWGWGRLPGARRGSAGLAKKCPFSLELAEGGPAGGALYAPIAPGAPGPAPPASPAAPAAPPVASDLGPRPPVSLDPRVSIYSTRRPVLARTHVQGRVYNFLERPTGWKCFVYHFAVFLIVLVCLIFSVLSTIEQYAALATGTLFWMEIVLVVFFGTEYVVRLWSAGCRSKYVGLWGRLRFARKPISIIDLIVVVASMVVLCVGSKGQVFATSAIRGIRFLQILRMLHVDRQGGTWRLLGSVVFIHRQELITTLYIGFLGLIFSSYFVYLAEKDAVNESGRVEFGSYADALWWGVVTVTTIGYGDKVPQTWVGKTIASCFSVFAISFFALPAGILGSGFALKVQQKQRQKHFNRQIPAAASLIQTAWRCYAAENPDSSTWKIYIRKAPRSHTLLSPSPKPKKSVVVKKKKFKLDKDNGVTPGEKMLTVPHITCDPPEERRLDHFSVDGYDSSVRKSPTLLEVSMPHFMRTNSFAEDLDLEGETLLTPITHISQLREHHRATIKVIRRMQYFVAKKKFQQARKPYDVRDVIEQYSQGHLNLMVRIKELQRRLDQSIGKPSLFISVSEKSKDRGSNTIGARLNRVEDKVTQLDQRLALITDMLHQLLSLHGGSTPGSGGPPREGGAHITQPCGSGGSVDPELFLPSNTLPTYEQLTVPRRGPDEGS
PolyA inhibitor = blocks polyadenylation in yeast reporter cells. calls only at 12 µM. S. cerevisiae SKY197-pL101 polyadenylation reporter, beta-gal luminescence; efflux-impaired pdr1/pdr3 knockout yeast; score 100 = 6 SD above DMSO. AID 1875. hit rate 0.02% among 300,000;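 active = lowest replicate activity score at least 50, where 100 means six control SD above control mean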;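 also: yeast exposed to compound for 9 h at 30 °C; higher score means more reporter readthrough which indicates perturbed polyadenylation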
DYRK1A inh = Dyrk1A (rat) kinase inhibition; ADP-Glo luminescence, NFATc1 peptide; inhibition, % at 12.5 µM; hit rate 0.43% among 310,000; AID 504441; in the data active = inhibition above about 50%;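 also: plate controls were vehicle with enzyme for no effect and no enzyme for full effect; many of its hits are not listed in these tables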
TRPC4 agonist = opens the mouse TRPC4 cation channel; B-score at 10 µM; hit rate 0.49% among 310,000; HEK293 TRPC4beta/mu-opioid, Fluo4 calcium fluorescence; stronger effect = higher value;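 active = B-score above 5 SD of library B-scores, and initial fluorescence ratio not above library mean plus 5 SD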;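 also: positive B-score marks a calcium rise read as TRPC4 activation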
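System: HEK293 cells stably co-expressing mouse TRPC4beta and mu-opioid receptor; Schedule: Fluo4 dye loading 45 min at room temperature, 110 s recording; Detection: Fluo4 fluorescence, kinetic; Evaluation: B-scored integrated calcium fluorescence ratio; Controls: buffer (low) and maximal DAMGO (high).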
TRPC4 inh = inhibitors of mouse TRPC4 channel; Q9QUQ5; hit rate 0.39% among 300,000; B-score at 10 µM; HEK293 TRPC4beta/mu-opioid, DAMGO-evoked Fluo4 calcium flux; stronger effect = lower value;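 active = B-score over 3 SD under the library average, no early fluorescence shift, positive overall ratio signal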
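Signal: kinetic Fluo4 fluorescence imaging of calcium influx. Material: stable TRPC4beta/mu-opioid receptor HEK293 cells. Probe or stimulus: DAMGO in two steps, submaximal then maximal.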
KCNQ1 act = potentiators or activators of human KCNQ1 potassium channel; CHO-K1 KCNQ1, thallium flux FluxOR fluorescence; stronger effect = higher value; B-score at 10 µM; AID 2648; hit rate 0.35% among 310,000; P51787;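 active = fluorescence ratio B-score, a plate-corrected score, at least three library SD, with initial intensity B-score within 5 SD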
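Assay system: CHO-K1 cells stably expressing KCNQ1; Medium: assay buffer with matched DMSO; Also added: K+/Tl+ depolarizing stimulus; Dosing: single dose; Timing: dye 90 min, compound 20 min, room temperature; Measured by: kinetic FluxOR thallium fluorescence, 10-s 1-Hz baseline, 110-s post-stimulus read; Read-out: peak-minus-minimum fluorescence over initial fluorescence, negative-control normalized, B-scored.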
TRPC4 potent = allosterically enhances the mouse TRPC4 cation channel | Q9QUQ5 | B-score at 10 µM | HEK293 TRPC4beta/mu-opioid, DAMGO EC20, Fluo-4 Ca2+ flux; stronger effect = higher value | AID 2227 | hit rate 0.42% among 310,000;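 active = B-score of calcium response area above 5 SD of library B-scores, with initial fluorescence ratio within 5 SD of library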;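 also: B-score of integrated fluorescence ratio over time as area under calcium response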
An asterisk follows results filed as active; i = inactive; . = not tested or not shown. Some of the compounds tested, so the mix of outcomes need not match the whole.

SMILES	KCNK9 inh	hERG protect	Platelet DG rel	KCNK3 inh	KCNQ1 block	PolyA inhibitor	DYRK1A inh	TRPC4 agonist	TRPC4 inh	KCNQ1 act	TRPC4 potent
Cc1cc(=O)oc2cc(OC(C)C(=O)N3CCOCC3)ccc12 (configuration not stated)	i	-14.3	1.5	i	i	i	0.7	i	i	i	i
CCOC(=O)CSc1ncccn1	i	-6.8	3.1	i	i	i	-0.3	i	i	i	i
Cc1cc(NNC(=O)Nc2cccc(Cl)c2)nc2c1c(C)nn2C	i	-16.9	10.1	.	i	i	.	i	i	i	i
O=C(/C=C/c1ccc(OCCCF)cc1)NCc1cccc(Cl)c1	i	-2.4	-4.4	i	i	i	-7.8	i	i	i	i
CN1CCN(C(=O)c2ccc3c(c2)N(Cc2cccc(Cl)c2)C(=O)c2ccccc2S3(=O)=O)CC1	i	-9.8	-10.6	i	i	i	-4.7	i	i	i	i
O=C(CN1CCN(C(=O)C2CCCO2)CC1)Nc1cc(Cl)ccc1Cl (configuration not stated)	i	-4.2	39.0	i	i	i	-5.1	i	i	i	i
C=CCn1c(=O)c2ccccc2n2c(SCC(=O)NCC)nnc12	i	-5.3	3.0	i	i	i	0.8	i	i	i	i
NC(=O)CN1CCOCCOCCOCCOCCOCC1	i	-9.5	11.2	i	i	i	3.9	i	i	i	i
c1ccc(-n2nnc3ccccc32)cc1	i	-4.8	-2.2	i	i	i	5.4	i	i	i	i
COc1ccc(CCNc2c([N+](=O)[O-])ncn2C)cc1OC	i	-10.3	-1.8	i	i	i	-2.6	i	i	i	i

SMILES	KCNK9 inh	hERG protect	Platelet DG rel	KCNK3 inh	KCNQ1 block	PolyA inhibitor	DYRK1A inh	TRPC4 agonist	TRPC4 inh	KCNQ1 act	TRPC4 potent
COCCCNC(=S)NC(=O)c1ccccc1	i	-0.4	20.5	i	i	i	-3.3	i	i	i	i
COc1cc(OC)cc(C(=O)Nc2ccccc2C(=O)N2CCCC2)c1	i	-2.0	0.1	i	i	i	1.8	i	i	i	i
Cc1ccc2cc3c(nc2c1)N(Cc1ccco1)CC3	i	-7.5	4.9	i	i	i	0.2	i	i	i	i
CCOc1ccc(NC(=O)C2CCCN(S(=O)(=O)c3c(C)nn(C)c3C)C2)cc1 (configuration not stated)	i	-8.2	-4.8	i	i	i	7.6	i	i	i	i
CCNCc1ccc(OCc2cccs2)c(OCC)c1	i	1.8	7.3	i	i	i	0.5	i	i	i	i
CCOC(=O)N1CCC(NC(=O)CSCc2nc(-c3ccc(C)cc3)oc2C)CC1	i	-5.4	0.7	i	i	i	0.7	i	i	i	i
CC1C2Cn3c(nc4ccccc43)C1N(C(C)C)O2 (configuration not stated)	i	-2.5	-1.7	i	i	.	-0.8	i	i	i	i
CCc1ccc(S(=O)(=O)NCCc2cn3ccccc3n2)s1	i	-8.1	-1.3	i	i	i	-3.2	i	i	i	i
Cc1cccc(NC(=O)CSc2nccn2Cc2ccco2)c1	i	-11.9	0.6	i	i	i	2.0	i	i	i	i
CC(C)(Oc1ccc(-c2ccco2)cc1)C(=O)O	i	-8.8	6.2	.	i	i	.	i	i	i	i

SMILES	KCNK9 inh	hERG protect	Platelet DG rel	KCNK3 inh	KCNQ1 block	PolyA inhibitor	DYRK1A inh	TRPC4 agonist	TRPC4 inh	KCNQ1 act	TRPC4 potent
COCCNC(=O)CN1c2ccccc2CC1C (configuration not stated)	i	0.1	1.4	i	i	i	0.8	i	i	i	i
CC(NC(=O)CCNS(=O)(=O)c1ccccc1)c1ccccc1 (configuration not stated)	i	-9.4	1.1	i	i	i	1.4	i	i	i	i
COc1ccc(NC(=O)Cn2c3ccccc3c3nc4n(c(=O)c32)CCS4)cc1	i	-7.5	0.9	i	i	i	0.5	i	i	i	i
O=C(CN1CCN(Cc2ccccc2)CC1)N/N=C/C=C/c1ccco1	i	-6.2	-5.6	i	i	i	-6.1	i	i	i	i
O=C(N/C=C/c1ccccc1)Nc1ccc(Cl)cc1	i	-5.0	-7.2	i	7*	i	4.8	i	i	i	i
CC(C)(C)C(C(=O)O)N1CCS(=O)(=O)CC1 (configuration not stated)	i	-2.7	-9.2	i	i	i	-1.7	i	i	i	i
COCC(C)N1CCC(n2nccc2NC(=O)c2ccccc2Cl)CC1 (configuration not stated)	i	-6.2	-3.7	i	i	i	0.0	i	i	i	i
COc1ccccc1NS(=O)(=O)c1cccc(NC(=O)Nc2ccc(Cl)cc2)c1	i	-0.6	8.4	i	i	i	-0.7	i	i	i	i
Cc1cccc(NC(=O)CSc2nc3nc(C)cc(C)n3n2)c1	i	-6.0	13.5	i	i	i	-8.3	i	i	i	i
O=C(Nc1ccc2c(c1)OCCO2)C1CCCN(c2ncccn2)C1 (configuration not stated)	i	-17.2	0.6	i	i	i	1.0	i	i	i	i

SMILES	KCNK9 inh	hERG protect	Platelet DG rel	KCNK3 inh	KCNQ1 block	PolyA inhibitor	DYRK1A inh	TRPC4 agonist	TRPC4 inh	KCNQ1 act	TRPC4 potent
Cc1cc(OC(C)C(=O)N/N=C/CC(C)c2ccccc2)ccc1Cl (configuration not stated)	i	-3.3	-6.4	i	i	i	7.5	i	i	i	i
O=C(Oc1c(-c2ccccc2)c(=O)n2c3c(cccc13)CC2)c1ccc(Cl)cc1	i	-9.1	-4.0	i	i	i	.	i	i	i	i
O=C(NC(=S)NNS(=O)(=O)c1ccc(Cl)cc1)c1cccnc1	i	-5.2	-2.3	i	i	i	-1.9	i	i	i	i
CCN1CCN(C(=S)Nc2ccsc2C(=O)OC)CC1	i	-9.4	-2.7	i	i	i	-2.4	57*	i	i	i
Nc1ccccc1C(=O)N1CCC(O)(c2ccc(Cl)cc2)CC1	i	0.4	-1.4	i	i	i	-0.1	i	i	i	i
CCOc1ccc2c(c1)c(N=Nc1cccc(C(=O)O)c1)c(O)n2C	i	-2.8	5.8	i	i	i	43.4	i	i	i	i
O=C(Nc1cccc(NC(=O)c2ccccc2Cl)c1)c1ccco1	i	-10.4	59.3*	-8.74*	i	i	7.3	i	i	i	i
Cc1nc(NC(=O)C2CCCC2)sc1Cc1ccc2c(c1)OCO2	i	-15.1	-2.7	i	i	i	4.3	i	i	i	i
CC(=O)N1c2c(cc(Br)cc2S(=O)(=O)N2CCN(C(=O)c3ccco3)CC2)CC1C (configuration not stated)	i	-16.7	-2.0	i	i	i	-3.9	i	i	i	i
COc1cc(CNn2nnnc2N)ccc1OCC(=O)NC(C)(C)C	i	-8.8	11.6	i	i	i	6.0	i	i	i	i

SMILES	KCNK9 inh	hERG protect	Platelet DG rel	KCNK3 inh	KCNQ1 block	PolyA inhibitor	DYRK1A inh	TRPC4 agonist	TRPC4 inh	KCNQ1 act	TRPC4 potent
Cc1cc2nc(C)n(CCCNC(=O)Nc3cccc4ccccc34)c2cc1C	i	-17.6	2.1	i	i	i	0.1	i	i	i	i
COC(=O)c1cc(NCc2c(F)cccc2Cl)ccc1N1CCOCC1	i	-8.4	-18.3	i	i	i	-2.7	i	i	i	i
O=C(NC(C(=O)O)c1ccccc1)c1ccc(S(=O)(=O)N2CCOCC2)cc1 (configuration not stated)	i	-4.2	2.9	i	i	i	0.8	i	i	i	i
O=S(=O)(Nc1ccc(Cc2ccncc2)cc1)c1ccc(Cl)s1	i	-1.2	-11.0	i	i	i	-1.9	i	i	i	i
Cc1ccc(C(=O)n2cnc3ccccc32)cc1C	i	-4.5	3.5	i	i	i	6.2	i	i	i	i
COc1ccc(NC2=Nc3ccccc3N3C2=Nc2c(c(C)nn2-c2ccc(C)cc2)C3c2cccnc2)cc1 (configuration not stated)	i	-5.1	18.0	i	i	.	7.5	i	i	i	i
Cc1cccc2sc(NC(=O)C3CCCN(S(=O)(=O)c4cccc5nonc45)C3)nc12 (configuration not stated)	i	-2.1	4.2	i	i	i	-1.5	i	i	i	i
CCOc1ccc(S(=O)(=O)NCCC(=O)OCN2C(=O)c3ccccc3C2=O)cc1	i	-6.9	-0.5	i	i	i	-1.3	i	i	i	i
COc1ccc(/C(O)=C/Sc2nnc(Cc3ccccc3)o2)cc1	i	-3.6	-4.1	i	i	i	18.0	i	i	i	i
CCc1nnc(NC(=O)CSc2nnc(-c3cc4ccccc4cc3O)n2CCOC)s1	i	-7.4	-3.1	i	i	i	2.9	i	i	i	i

SMILES	KCNK9 inh	hERG protect	Platelet DG rel	KCNK3 inh	KCNQ1 block	PolyA inhibitor	DYRK1A inh	TRPC4 agonist	TRPC4 inh	KCNQ1 act	TRPC4 potent
CCOc1ccc(NC(=O)c2cc3ccccc3cc2OC)cc1	i	-7.9	4.5	i	i	i	-0.8	i	i	i	i
CCN(CC)c1ccc(NC(=O)Nc2cccc(C(C)=O)c2)cc1	i	-36.3	1.1	i	i	i	0.8	i	i	i	i
COc1cccc(C(=O)Nc2ccc(C(=O)NCC3CCCO3)cc2)c1 (configuration not stated)	i	-8.6	0.0	i	i	i	43.5	i	i	i	i
O=C(NC1CCCCC1)c1ccc(N2CCCC2=O)cc1	i	-8.4	-2.1	i	i	i	0.2	i	i	i	i
COC(=O)c1cn(C(=O)c2ccc(C)cc2)c2ccccc12	i	-10.2	-5.5	i	i	i	4.9	i	i	i	i
O=C(CN(Cc1ccccc1F)C(=O)c1ccco1)NCc1ccc(F)cc1	i	-1.5	0.2	i	i	i	10.7	i	i	i	i
Cc1cc(NC(=O)CSc2nc3c(cc2C#N)CCC3)no1	i	-4.0	0.7	i	i	i	-4.4	i	i	i	i
CCSc1oc(-c2ccco2)nc1S(=O)(=O)c1ccccc1	i	-10.8	2.4	i	i	i	8.8	i	i	i	i
CCc1cc(=O)oc2cc(OC(C)C(=O)O)c(Cl)cc12 (configuration not stated)	i	-6.9	3.6	i	i	i	-4.8	i	i	i	i
CCOc1ccccc1N(CC(=O)N1CCOCC1)S(=O)(=O)c1ccc(SC)cc1	i	-9.6	-2.3	i	i	i	0.1	175*	i	i	i
C=CCn1c(CC#N)nnc1N1CCOCC1	i	0.4	-0.1	i	i	i	6.2	i	i	i	i
O=C(CN1CCOCC1)N1CCN(S(=O)(=O)c2ccccc2)C1c1ccccc1 (configuration not stated)	i	-15.1	1.5	i	i	i	1.3	i	i	i	i
Cc1cc(NC(=O)c2cccc(S(=O)(=O)N3c4ccccc4CC3C)c2)no1 (configuration not stated)	i	-13.1	5.0	i	i	i	0.2	i	i	i	i

As entered above.
Platelet DG rel result of `O=C(Nc1cccc(NC(=O)c2ccccc2Cl)c1)c1ccco1` stands at 59.3*
hERG protect result of `Cc1nc(NC(=O)C2CCCC2)sc1Cc1ccc2c(c1)OCO2` stands at -15.1

Screens deposited in PubChem by several laboratories.
